KCNQ2 block – KCNQ2 channel blockers in CHO-K1 cells – cell-based, FluxOR thallium flux, B-score, primary screen (AID 2156). B-score at 10 µM. 20 min; hits give low values. 1.1% of 310,000 active. O88943;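 active = fluorescence ratio B-score at most minus 3 library SDs, with starting brightness B-score within 2 library SDs, cut at about -5.5 in these data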
Target sequence (O88943 whole entry, looked up): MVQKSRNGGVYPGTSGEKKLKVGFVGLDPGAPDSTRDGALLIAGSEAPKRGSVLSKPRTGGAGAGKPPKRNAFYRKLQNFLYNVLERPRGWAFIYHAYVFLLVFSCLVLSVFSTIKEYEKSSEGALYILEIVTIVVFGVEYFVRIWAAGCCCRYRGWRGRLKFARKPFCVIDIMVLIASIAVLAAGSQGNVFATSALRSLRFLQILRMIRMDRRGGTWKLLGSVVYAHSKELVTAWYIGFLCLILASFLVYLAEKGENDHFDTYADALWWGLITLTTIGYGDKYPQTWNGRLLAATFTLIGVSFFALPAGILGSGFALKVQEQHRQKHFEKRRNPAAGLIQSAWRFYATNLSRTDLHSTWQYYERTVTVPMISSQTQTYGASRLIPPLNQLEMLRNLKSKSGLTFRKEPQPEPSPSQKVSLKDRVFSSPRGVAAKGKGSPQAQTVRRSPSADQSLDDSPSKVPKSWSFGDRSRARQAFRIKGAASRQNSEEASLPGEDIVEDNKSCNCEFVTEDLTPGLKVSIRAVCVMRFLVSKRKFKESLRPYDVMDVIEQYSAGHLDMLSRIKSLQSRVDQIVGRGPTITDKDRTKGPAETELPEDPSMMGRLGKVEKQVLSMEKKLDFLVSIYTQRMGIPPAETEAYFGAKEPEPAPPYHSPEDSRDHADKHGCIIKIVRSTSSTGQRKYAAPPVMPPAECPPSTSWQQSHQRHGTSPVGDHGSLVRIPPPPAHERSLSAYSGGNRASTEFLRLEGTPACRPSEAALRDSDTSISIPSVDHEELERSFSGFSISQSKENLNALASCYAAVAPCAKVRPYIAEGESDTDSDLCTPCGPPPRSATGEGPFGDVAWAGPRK
Kir21 inh – blocks the mouse Kir2.1 inward-rectifier potassium channel; HEK293-Kir2.1, FluxOR thallium flux fluorescence; hits give low values; B-score at 10 µM; 0.85% of 310,000 active; AID 1672;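 active = fluorescence ratio B-score at or below minus 3 SD of library scores, with starting-brightness B-score within 2 SD, cut at about -4.2 in these data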;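 note: channel flux triggered by added potassium and thallium sulfate stimulus; B-score of peak minus minimum fluorescence over baseline after thallium stimulus; more negative B-score means stronger Kir2.1 block with less thallium influx; some compounds called inactive have numbers as strong as hits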
* marks the source's active call; other numbers are inactive results; i = inactive.

KCNQ2 block,Kir21 inh,canonical_smiles
i,-1.02,COc1ccc(C(C)=O)cc1CN1C(=O)NC2(CCCC2)C1=O
i,0.01,COc1cc(C(=O)NCC(c2ccco2)N2CCc3ccccc32)cc(OC)c1OC (stereo not given)
i,1.49,COCCn1c(SCC(=O)Nc2ccc(S(=O)(=O)N(C)C)cc2)nc2ccccc21
i,-2.07,Cc1occc1-c1nnc(SCC(=O)NC(=O)NC(C)C)n1N
i,-1.01,O=C(Nc1cc(F)cc(F)c1)c1sc(Cl)nc1-c1ccccc1
i,-0.48,O=[N+]([O-])c1ccc(NNS(=O)(=O)c2cc(Cl)ccc2Cl)nc1
i,-2.37,CCOc1ccc(CCNC(=O)C2CC=CCC2C(=O)OC(C)C)cc1OCC (stereo not given)
i,2.13,Cc1ccc(C2=NN(CCC(=O)NC3CCCC3)C(=O)CC2)cc1
i,0.33,O=C1Nc2ccccc2N=C(c2ccccc2)C1N1CCOCC1 (stereo not given)
i,0.42,CCOc1ccc(C(=O)O)cn1
i,-3.32,Cc1ccc(S(=O)(=O)N(CCO)Cc2ccccc2)cc1
i,0.53,O=C(COc1c(Br)cc(Br)c2cccnc12)N1CCc2ccccc2C1
i,0.03,O=C(CN1CCN(c2ccc(O)cc2)CC1)Nc1cc(S(=O)(=O)N2CCCC2)ccc1Cl
i,-0.72,CC(C)N=C(Nc1ccccc1)c1cccnc1
i,-2.79,Cn1c(=O)c2cc(S(=O)(=O)NCCC(=O)NC3CCCCCC3)ccc2n(C)c1=O
i,-1.22,CC(C)Oc1cccc(-c2cc(C(=O)NC(=S)N(C)c3ccccc3C(=O)O)c3ccccc3n2)c1
i,0.62,CC(NC(=O)C1CCN(S(=O)(=O)c2ccc3c(c2)NC(=O)CO3)CC1)c1ccccc1 (stereo not given)
i,0.11,Nc1c(C(=O)Nc2ccccc2)sc2nc3c(c(-c4ccco4)c12)CCCC3
i,-0.14,Cc1ccc(NC(=O)COC(=O)[C@H](C)N2C(=O)C3CC=CCC3C2=O)cc1S(=O)(=O)N(C)C (stereo not given in full)
i,-1.96,Brc1ccc2c(c1)OCCOCCOc1cc(Br)ccc1OCCOCCOCCO2
i,-1.4,CCOc1ccc2cc(C(=O)c3ccccc3)c(=O)oc2c1
i,0.78,Cn1c(=O)[nH]c(=O)c2c1nc(CN1CCN(Cc3ccccc3)CC1)n2CC(N)=O
i,1.81,CC(=O)Nc1ccc(Nc2nc(-c3cc4ccccc4oc3=O)cs2)cc1
i,0.79,Cc1[nH]c(C)c(S(=O)(=O)N(C)Cc2ccccc2)c1C(=O)N1CCCCC1
i,-0.76,Cc1ccc(CN2C(=O)C3CCCN3c3ccc(C#N)cc32)cc1 (stereo not given)
i,1.01,Cc1nc2ccccc2n1CC(O)COC1CCCCC1 (stereo not given)
i,0.85,Cc1ccc(C)c(NC(=O)c2ccc(S(=O)(=O)N(C)CC3CCCO3)cc2)c1 (stereo not given)
i,-0.73,CCNC(=S)N(Cc1cc2cc(C)cc(C)c2[nH]c1=O)C1CCCC1
i,-0.44,COc1ccc(NC2=C(C(C)=O)C(c3ccc(OC)c(OC)c3)C(C(C)=O)C(C)(O)C2)cc1 (stereo not given)
i,0.02,O=S1(=O)N=C(N(CCO)/N=C/c2ccccc2)c2ccccc21
i,-1.39,Cc1c(C(=O)N2CCN(c3ccccc3)CC2)oc2c(F)cccc12
i,-0.35,O=C(O)c1cc(-c2ccc(Cl)cc2)n(-c2ccc(Cl)cc2)n1
i,1.64,Cc1cc(NCc2ccccn2)n2ncc(-c3ccc(Cl)cc3)c2n1
i,0.07,COc1ccc(N2CCN(C(=O)c3cc(=O)c4cc(C)ccc4o3)CC2)cc1
i,-1.41,Cc1ccc(NC(=O)c2ccc(OC(=O)COc3ccc(Cl)c(C)c3)cc2)cc1
i,0.59,Cc1noc(C)c1COc1cccc(C(=O)OCCOc2ccc(F)cc2)c1
i,0.56,COc1cc(CC(=O)OCC(=O)Nc2cc(S(=O)(=O)N3CCCC3)ccc2Cl)cc(OC)c1OC
i,0.49,Cc1cccc(C)c1NC(=O)COC(=O)c1cccc2c1C(=O)c1ccccc1C2=O
i,2.08,O=C(N[C@@H](Cc1ccccc1)C(=O)OCc1ccccc1)c1nc[nH]c1C(=O)NC(c1ccccc1)c1ccccc1
i,-0.81,O=C(CCCCCN1C(=O)[C@@H]2Cc3ccccc3CN2C1=O)Nc1ccccc1Cl
i,-0.63,CCOc1cc(NC(=S)NCC(C)C)c(OCC)cc1NC(=O)c1cccs1
i,1.26,COCCn1c(SCC(=O)c2cc(C)n(C)c2C)nc2ccccc2c1=O
i,-0.46,O=C(COc1ccc(Cl)cc1Cl)NC(=O)N1CCCCC1
-7.24*,0.12,O=C(Nc1ccccc1N1CCOCC1)c1cc(-c2ccncc2)nc2ccccc12
i,-0.89,CCN(C(=O)C1CCCN(c2ncnc3c2nc2n3CCCCC2)C1)c1cccc(Cl)c1 (stereo not given)
i,0.01,O=C(Nc1cc2ccccc2oc1=O)C1CCCCC1
i,0.18,O=C1c2ccccc2C(=O)N1OCCOCCOCCBr
i,-0.56,Cc1cccc(NC(=O)c2cnc3scc(C)n3c2=O)c1
i,-0.03,CCn1c(C(O)c2cc(OC)c(OC)c(OC)c2)nc2ccccc21 (stereo not given)
i,1.34,FC(F)(F)c1ccc(C2[C@H]3CN(Cc4ccc(-c5ccccc5)cc4)[C@H](c4ccccc4)C34CC2(c2cccnc2)C4)cc1 (stereo not given in full)
i,-0.28,Cc1ccc(Nc2ccccc2N)cc1
i,-1.31,COc1ccccc1-c1nnc2sc(-c3cc4ccccc4o3)nn12
i,-2.6,O=C1Cc2cc([N+](=O)[O-])ccc2N1c1c(Cl)cccc1Cl
i,-0.92,CCC1SC(N)=NC1=O (stereo not given)
i,0.5,Cc1onc(-c2ccccc2Cl)c1C(=O)NCc1nc(-c2ccc(C(F)(F)F)cc2)no1
i,-0.04,CCNc1oc(-c2cccc3ccccc23)nc1C#N
i,0.27,O=C(Nc1ccc(NC(=O)c2ccco2)cc1)c1ccco1
i,0.3,CC(C)CC(=O)Nc1ncc([N+](=O)[O-])s1
i,0.02,O=C(c1ccc2c3c(cccc13)CC2)C1CCCN(Cc2cccnc2)C1 (stereo not given)
i,2.07,CCC(=O)Nc1ccc(NC(=O)CSc2nnc(C(C)C)n2C)cc1

More results
KCNQ2 block,Kir21 inh,canonical_smiles
i,0.7,CCOc1ccc(C(C)=O)cc1Cc1c(O)nc(N)[nH]c1=O
i,-0.71,O=C(Nc1nc(COc2ccccc2)cs1)C12CC3CC(CC(C3)C1)C2
i,-1.28,CCOC(=O)C(NC(=O)c1ccc(OC)cc1)(OCC1(CC)COC1)C(F)(F)F (stereo not given)
i,1.09,CCOC(=O)c1c(NC(=O)COC(=O)c2nc(Cl)ccc2Cl)sc(C(=O)NC)c1C
i,1.22,CCOC(=O)Cn1c2[n+](c3ccccc31)CC(O)CS2 (stereo not given)
i,1.51,N#CCCN(C(=O)COC(=O)CNC(=O)c1ccc(-c2ccccc2)cc1)c1ccc(F)cc1
i,-1.06,CCOc1ccc(C(=O)CCC(=O)N(CC)CC(=O)NCc2cccs2)cc1
i,-0.03,CCCN(CC(=O)Nc1cc(Cl)ccc1Cl)C(=O)c1ccccc1SCC(=O)N1CCCC1
i,1.3,CCCCOc1ccc(-c2nnn(CC(=O)NCc3ccco3)n2)cc1
i,-0.56,Cn1c(C(=O)N[C@@H](Cc2ccccc2)C(=O)O)cc2cc(Cl)ccc21
i,-0.02,COc1ccc(NC(=O)c2ccc(Cl)c(NC(=O)c3ccncc3)c2)cc1
i,-0.19,CC1CCc2[nH]c3ccc(C(=O)N4CCCC(C(F)(F)F)C4)cc3c2C1 (stereo not given)
i,-1.37,Cc1cccc(C)c1NC(=O)CSCc1cccc(CSCC(=O)Nc2c(C)cccc2C)n1
i,0.27,Cn1c(=O)c2c(nc(CN3CCC(C(N)=O)CC3)n2Cc2c(Cl)cccc2Cl)n(C)c1=O
i,-0.81,CCC(C)N=CC1=C(O)CC(c2ccccc2)CC1=O (stereo not given)

Structures shown so far that have a nitro group on carbon:
KCNQ2 block,Kir21 inh,canonical_smiles
i,-0.48,O=[N+]([O-])c1ccc(NNS(=O)(=O)c2cc(Cl)ccc2Cl)nc1
i,-2.6,O=C1Cc2cc([N+](=O)[O-])ccc2N1c1c(Cl)cccc1Cl
i,0.3,CC(C)CC(=O)Nc1ncc([N+](=O)[O-])s1

Other structures
KCNQ2 block,Kir21 inh,canonical_smiles
i,-0.3,CN(C)c1ccc(/C=N/NC(=S)NCc2ccccc2)cc1
i,0.06,COC(=O)C1=C(C(=O)c2ccc(C)cc2)C(c2ccccc2)n2nnnc2N1 (stereo not given)
i,0.11,COc1cc2c(cc1OC)C(COc1ccc3c(C)cc(=O)oc3c1)N(C(=O)c1ccco1)CC2 (stereo not given)
i,-0.09,COc1ccc(OC)c(NC(=O)CC2SC(=NCc3ccccc3)NC2=O)c1 (stereo not given)
i,-0.1,Cc1cc(Br)ccc1SCC(=O)OCC(=O)NCc1ccc2c(c1)OCO2
i,2.19,CC(Cl)C(=O)c1ccc2c(c1)CCN2C(=O)C1CC1 (stereo not given)
i,-0.71,O=C(NCCc1c[nH]c2ccccc12)c1ccccc1
i,0.07,CCOC(=O)C1=C(C)N=C2SC(C(=O)OC)=CC(=O)N2C1c1cc(OC)c(OC)c(OC)c1 (stereo not given)
i,-0.02,Cc1cc(NC(=O)COc2coc(CN3CCN(c4ccc(F)cc4)CC3)cc2=O)no1
i,1.33,CCOc1cccc(/C=N/Nc2nc(N3CCCC3)nc(N3CCCC3)n2)c1O
i,0.28,CCCN1CCN(CCCNC(=O)CCN2C(=O)COc3ccccc32)CC1
i,1.32,COc1ccc(OC)c(S(=O)(=O)N2CCC(c3nc4ccccc4[nH]3)CC2)c1
i,0.11,O=C(NNC(=O)c1ccccc1F)c1cccc(-n2cccc2)c1
i,0.74,CC(=O)c1cc(C#N)c(Oc2cccc(C(F)(F)F)c2)nc1C
i,2.12,CCC(C(=O)N1CCN(c2ccccn2)CC1)n1nc(C)n2c(cc3occc32)c1=O (stereo not given)
i,0.52,O=S(=O)(Cc1ccc(Cl)cc1)CC(O)COCc1ccccc1 (stereo not given)
i,1.6,CCN1CCN(C(=O)C2=CC(c3ccc(C)cc3)=NS(=O)(=O)N2C)CC1
i,2.15,COc1ccc(C2Nc3ccccc3C(=O)N2Cc2ccccc2)cc1OC (stereo not given)
i,1.76,Cc1onc(-c2ccccc2)c1C(=O)N1CC(C)OC(C)C1 (stereo not given)
i,0.67,CCCCCCNC(=O)CC(c1ccccc1)c1cc(Br)ccc1O (stereo not given)
i,-0.38,CCOC(=O)c1c(C)[nH]c(C(=O)COC(=O)C2CC2C)c1C (stereo not given)
i,0.79,C=CCNc1sc(C(=O)C(C)(C)C)c(N)c1C#N
i,-1.3,CCc1ccc(CNC(=O)CCn2ccc3cc(S(=O)(=O)N4CCCC4)ccc32)cc1
i,1.88,CC(C)Nc1nnc(SCc2cc(=O)n3ccsc3n2)s1
i,-0.18,CC(C)NC(=O)CC(c1ccccc1)c1cc(Br)ccc1O (stereo not given)
i,0.05,O=C1N=C(c2ccccc2)S/C1=C\c1cccs1
i,0.81,CCCS(=O)(=O)N1CCCC(C(=O)Oc2ccc(OC)cc2)C1 (stereo not given)
i,-0.65,O=C1CCCC(=O)N1c1ccc(F)cc1
i,-0.35,CC1=NN(C(N)=S)C(=O)C1N=Nc1ccc(C)c(Br)c1 (stereo not given)
i,-0.74,COc1ccc(-c2cc3c(=O)n(CC(=O)NCc4cccnc4)ncn3n2)cc1
i,0.04,Oc1c(Cl)cc(Cl)c2c1NCCC2
i,2.85,O=C(CN1C(=O)COc2ccc(S(=O)(=O)N3CCCC3)cc21)Nc1cccc(F)c1
i,0.4,COc1ccc(S(=O)(=O)N2CCCC2CNC(=O)C(=O)NCc2ccc3c(c2)OCO3)cc1 (stereo not given)
i,1.58,O=C1Nc2cc(C(F)(F)F)ccc2N2CCCCC12 (stereo not given)
i,-0.41,O=C(NCCO)c1ccc(Cl)c(Cl)c1
i,-1.33,CCOC(=O)C1=CN(Cc2ccc(OC)cc2)C=C(C(=O)OCC)C1c1cccs1
i,1.62,COc1cccc(CNc2nc3nc(C)c(Cl)c(C)n3n2)c1
i,-1.54,O=C(CCCN1C(=O)/C(=C\c2cccs2)SC1=S)NNC(=O)c1cccnc1
i,2.13,CCCCOc1ccccc1/C=N/NC(=O)CC#N
i,-0.81,COCCCNC(=O)CCC(=O)NNc1nc2ccccc2c2nc(-c3ccccc3)nn12
i,-1.22,Cc1c([N+](=O)[O-])cnc(Sc2ccccc2)c1[N+](=O)[O-]

For reference, some entries already given.
KCNQ2 block,Kir21 inh,canonical_smiles
i,1.58,O=C1Nc2cc(C(F)(F)F)ccc2N2CCCCC12 (stereo not given)
i,-0.41,O=C(NCCO)c1ccc(Cl)c(Cl)c1

Full records, looked up by structure.
Profile of `Cc1c([N+](=O)[O-])cnc(Sc2ccccc2)c1[N+](=O)[O-]` → KCNQ2 block: i; Kir21 inh: -1.22
Profile of `COCCCNC(=O)CCC(=O)NNc1nc2ccccc2c2nc(-c3ccccc3)nn12` → KCNQ2 block: i; Kir21 inh: -0.81
Profile of `Oc1c(Cl)cc(Cl)c2c1NCCC2` → KCNQ2 block: i; Kir21 inh: 0.04

High-throughput results from PubChem.
